High-throughput results: PubChem, The Scripps Research Institute Molecular Screening Center
SIAE inh: human SIAE inhibitors, primary screen, biochemical, fluorescence polarization, FP-Rh probe, 1536-well HTS; SIAE FP-Rh probe binding; inhibition, % at 9.66 µM; hit rate 0.69% among 370,000;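 active = inhibition above a cutoff: mean of compounds within the control limits plus 3 SD of those, cut at about 17% in these data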;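 also: 0% = plate median of compound wells and 100% = probe without SIAE protein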
TDP2 inh: human TDP2 enzyme inhibitors, primary screen, biochemical, epi absorbance, recombinant enzyme; Tyrosyl-DNA phosphodiesterase 2 (Homo sapiens), O95551; T5PNP hydrolysis, p-nitrophenol absorbance 415 nm; inhibition, % at 12.8 µM; hit rate 0.34% among 370,000; AID 720702, 2013;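 active = inhibition above the mean of all tested compounds plus 3 SD, set per campaign, cut at about 25% in these data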;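 also: 0% = DMSO with enzyme and 100% = buffer with substrate but no TDP2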
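Read-out basis: percent inhibition. System: recombinant human TDP2. Buffer or medium: Mg2+-containing Tris-HCl buffer, pH 7.5. Repeats: single replicate. Timing: reaction 2 h, 37 °C. Benchmarks: high control without enzyme, low control DMSO plus TDP2. Probe or stimulus: 5 mM T5PNP. Doses: 12.8 µM only. Measured by: epi absorbance of p-nitrophenol freed from T5PNP by hydrolysis.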
DDE Tn6 FP inh: inhibitors of Tn6 peptide binding to fibrin DD(E), primary screen, biochemical, fluorescence polarization, human fibrin, Tn6 probe. Fibrinogen beta chain (Homo sapiens), P02675. Fibrin DD(E) TRITC-Tn6 fluorescence polarization displacement. inhibition, % at 8.3 µM. hit rate 0.21% among 370,000;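 active = inhibition above a per-campaign cutoff: mean of compounds within control limits plus 3 SD, cut at about 15% in these data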;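 also: 0% = median of all compound wells on the plate and 100% = blocking peptide control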
Target sequence (P02675 whole entry, looked up): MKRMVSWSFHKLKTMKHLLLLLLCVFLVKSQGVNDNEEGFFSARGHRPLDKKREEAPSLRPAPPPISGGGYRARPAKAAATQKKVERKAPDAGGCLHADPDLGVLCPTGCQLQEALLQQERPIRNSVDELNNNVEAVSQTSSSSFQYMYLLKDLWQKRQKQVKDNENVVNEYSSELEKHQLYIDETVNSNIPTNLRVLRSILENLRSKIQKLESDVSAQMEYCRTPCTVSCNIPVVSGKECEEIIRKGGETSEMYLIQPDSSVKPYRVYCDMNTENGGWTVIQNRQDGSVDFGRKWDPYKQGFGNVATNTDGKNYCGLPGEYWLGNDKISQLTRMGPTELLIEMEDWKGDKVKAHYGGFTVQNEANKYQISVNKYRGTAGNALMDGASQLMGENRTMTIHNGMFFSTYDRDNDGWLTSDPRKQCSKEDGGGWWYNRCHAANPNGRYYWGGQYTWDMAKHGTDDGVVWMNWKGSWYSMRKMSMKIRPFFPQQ
PRMT1 FP inh: PRMT1 methyltransferase inhibitors, primary screen, biochemical, fluorescence polarization; AID 652257, 2013; inhibition, % at 2.79 µM; Protein arginine N-methyltransferase 1 (Homo sapiens), Q99873; recombinant PRMT1, activity-based probe fluorescence polarization; hit rate 1.3% among 370,000;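 active = inhibition above about 21% made by adding two undisclosed values, limit read from the data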
MBD2 inh: inhibitors of MBD2 binding to methylated DNA, primary screen, biochemical, TR-FRET, DNA-binding domain, human; Methyl-CpG-binding domain protein 2 (Homo sapiens), Q9UBB5; inhibition, % at 4.4 µM; MBD2 binding to methylated oligonucleotide; AID 686964, 2013; hit rate 0.31% among 370,000; in the data active = inhibition above about 13%
Target sequence (Q9UBB5 whole entry, looked up, the tested form may be a part): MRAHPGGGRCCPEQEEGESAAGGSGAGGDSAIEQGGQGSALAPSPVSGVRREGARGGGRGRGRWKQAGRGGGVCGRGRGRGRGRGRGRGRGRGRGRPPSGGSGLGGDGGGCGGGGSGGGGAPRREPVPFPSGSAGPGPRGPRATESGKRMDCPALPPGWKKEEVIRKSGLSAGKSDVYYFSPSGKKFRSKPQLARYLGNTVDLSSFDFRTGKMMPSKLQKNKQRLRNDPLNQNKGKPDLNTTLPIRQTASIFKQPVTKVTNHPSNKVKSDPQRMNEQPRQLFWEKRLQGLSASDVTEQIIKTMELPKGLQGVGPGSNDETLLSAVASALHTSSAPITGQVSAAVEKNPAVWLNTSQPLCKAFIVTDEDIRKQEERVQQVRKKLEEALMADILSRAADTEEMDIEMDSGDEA
TCR CD3 inh: inhibitors of human TCR-CD3 interaction, primary screen, biochemical, fluorescence, TAMRA-labeled TCR probe | T-cell receptor (TCR) | inhibition, % at 9.4 µM | hit rate 0.37% among 360,000 | AID 651800, 2012; in the data active = inhibition above about 19%;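 also: recombinant mutant TCR 2C K166C tagged with TAMRA read by polarization; 0% = receptor in buffer alone and 100% = receptor with positive control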
LEDGF integ inh: blockers of LEDGF/p75-dependent integrase strand transfer – biochemical, TR-FRET, high throughput, primary screen | HIV-1 integrase (with human LEDGF/p75) | TR-FRET IN-LEDGF/p75 DNA integration, Eu/Cy5 | inhibition, % at 3.7 µM | hit rate 0.64% among 370,000 | AID 743269, 2014;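 active = inhibition above the screen-wide mean plus 3 SD, cut at about 13% in these data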;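 also: signal is the Cy5 over europium emission ratio at 671 and 618 nm; 0% = plate median of compound wells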
proKLK7 act: proKLK7 zymogen activators, primary screen, biochemical, fluorescence intensity. hit rate 0.9% among 370,000. purified proKLK7, EDANS-DABCYL substrate fluorescence; 100% is mature enzyme control, 0% vehicle. Kallikrein-7 (Homo sapiens), P49862. activation, % at 7 µM;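 active = activation above the mean of all tested compounds plus 3 SD, computed per campaign excluding outliers beyond control limits, cut at about 13% in these data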
DDE Tn7 FP inh: inhibitors of Tn7 peptide binding to fibrin DD(E), primary screen, biochemical, fluorescence polarization, human fibrin, Tn7 probe. Fibrinogen beta chain (Homo sapiens), P02675. FP displacement of FITC-Tn7 peptide from fibrin DD(E); 0% = median of compound wells per plate. inhibition, % at 8.3 µM. hit rate 0.13% among 370,000. AID 720508, 2013;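 active = inhibition above the mean of compounds falling within the control limits plus 3 SD of them, cut at about 14% in these data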;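 also: 0% = plate median of compound wells and 100% = 10 µM Aha-Tn7 peptide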
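assay system = human clot-derived fibrin DD(E) complex | quantity = Fibrin-DD(E) at 2 µM final | timing = 10 min preincubation, 3 h with tracer, room temperature | signal = fluorescence polarization | measure = percent inhibition | benchmarks = high control wells with 10 µM unlabelled Aha-Tn7 peptide (full inhibition) | replicates = singlicate testing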
UHRF1 binding: UHRF1 methylated DNA binding inhibitors, primary screen, counter-screen for MBD2 inhibitor project, biochemical, TR-FRET, human UHRF1, single concentration; UHRF1 binding to methylated oligo; inhibition, % at 4.4 µM; hit rate 0.75% among 370,000; AID 687016, 2013; in the data active = inhibition above about 21%;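 also: UHRF1 SRA domain binding a hemimethylated CpG hairpin DNA probe; 0% = median of test compound wells and 100% = reference inhibitor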
* marks the source's active call; other numbers are inactive results.

Values in the order – SIAE inh	TDP2 inh	DDE Tn6 FP inh	PRMT1 FP inh	MBD2 inh	TCR CD3 inh	LEDGF integ inh	proKLK7 act	DDE Tn7 FP inh	UHRF1 binding
CCc1nnc(NC(=O)c2oc3ccc(Br)cc3c2C)s1
  -3	0	0	3	-5	-4	7	-1.6	4	-1
Cc1ccccc1C(=O)c1cccn1CC(=O)N1CCCCC1
  4	8	5	-1	-6	0	1	0.1	3	-1
O=c1[nH]c2ccc(Br)cc2c(-c2ccccc2)c1CN1CCOCC1
  -6	6	0	8	1	-6	3	0.7	5	-3
CC[C@@H]1Cc2[nH][nH]c(=O)c2[C@H](c2ccc(Cl)cc2)O1
  1	-3	10	2	-4	0	0	-0.4	5	-8
COc1cc(C(=S)N2CCCC2)ccc1OS(=O)(=O)c1ccc(NC(C)=O)cc1
  -5	-4	5	0	-4	4	-2	0.3	5	6
O=C(O)CCn1cc(/C=C2\NC(=S)N(c3ccccc3)C2=O)c(-c2ccc(Br)cc2)n1
  -4	-5	-6	6	0	-3	-3	0.0	-5	1
O=C(NCc1ccccc1)C(c1ccc(F)cc1)N1CCN(C(=O)C2CCCO2)CC1 (stereo unspecified)
  -5	12	7	-1	-1	4	5	0.2	-5	-1
CNc1snc(C)c1C(=O)OCC(=O)c1ccc(Cl)cc1
  1	3	-10	4	1	0	0	0.3	-3	-2
Cc1nc(S(=O)(=O)Cc2ccccc2Cl)nc2c1CCC2
  -1	-16	1	3	-1	-3	3	0.4	6	-2
COc1ccc(CN2CC(C(=O)NCCC(C)C)CC2=O)cc1 (stereo unspecified)
  -7	2	-6	0	-6	7	0	-0.2	6	-3
COC(=O)c1ccc(NC(=O)Cn2nc(C(=O)Nc3ccc(C)cc3)ccc2=O)cc1
  -15	7	4	2	-2	6	-4	0.1	-4	0
COc1ccc(CCNS(=O)(=O)c2cccc([N+](=O)[O-])c2)cc1OC
  -2	8	-3	7	3	-12	-3	-0.5	2	2
CCS(=O)(=O)c1nc2ccccc2n1Cc1ccccc1Cl
  3	1	-3	1	6	-4	-4	-0.1	1	3
Cc1ccc2c(c1)N(Cc1cccc(Cl)c1)C(=O)c1cccnc1O2
  -3	-3	1	3	4	7	0	0.2	-2	3
O=C(NC(=S)Nc1cccc2cccnc12)c1ccccc1
  2	-5	8	2	-8	-1	1	-0.2	2	-2
CC1(C(=O)NNC(=O)c2ccc([N+](=O)[O-])cc2)CC1(Br)Br (stereo unspecified)
  -5	-13	10	2	-2	-2	-6	-0.5	0	-1
O=C(c1cccs1)N(CCN1CCCCC1)CC1CCCN(C2CCCC2)C1 (stereo unspecified)
  2	-6	13	-2	0	4	-4	-0.5	3	0
CCc1cc2c(=O)[nH]c(N3CCCC3)nc2s1
  2	11	2	5	3	-7	2	0.1	-1	1
O=C(NC1CCCCC1)C1CCN(c2nnnn2-c2ccccc2)CC1
  -2	-3	1	0	4	-5	1	-0.7	-1	2
CC1=NOC(=O)/C1=C/c1ccc2c(c1)OCO2
  -1	8	-1	1	-3	-1	-1	-0.1	10	-1
O=C(CCC(=O)N1CCSc2ccccc21)NCc1cccc(Cl)c1
  -5	2	5	0	0	-10	-2	0.2	-7	1
Cc1oc(-c2ccc(Cl)cc2)nc1CS(=O)CC(=O)NCCCN1CCN(Cc2ccccc2)CC1 (stereo unspecified)
  1	3	6	0	-7	4	3	0.4	-4	-2
NS(=O)(=O)c1ccc(CCNC(=O)c2ccncc2)cc1
  -1	-11	-2	6	4	-4	-4	-0.1	4	4
COC(=O)c1c(NC(=O)C2CC=CCC2C(=O)O)sc2c1CCCCC2 (stereo unspecified)
  3	-2	-7	15	2	7	6	0.1	6	-1
CCc1cccc(C)c1NC(=S)N1CCCC1C(=O)O (stereo unspecified)
  10	4	2	2	0	2	1	-0.1	-2	2
COc1cc(NC(=O)c2ccccc2OCc2ccccc2)cc(OC)c1OC
  1	-9	-6	9	1	-3	-1	-0.6	0	7
CCN(CC)CCNC1=NCCn2c1cc1cc(OC)ccc12
  8	8	1	0	0	3	-1	7.2	-2	1
CCOC(=O)c1c(C)[nH]c(C(=O)Cn2nnc(-c3ccccc3)n2)c1C
  -2	0	0	1	2	-1	1	-0.8	1	2
CCc1cc2cc(C)ccc2nc1SCC(=O)NNC(=O)c1ccco1
  -2	3	1	-5	-1	2	3	-0.2	-6	-3
O=[N+]([O-])c1cccc(C2Nc3ccccc3CO2)c1 (stereo unspecified)
  6	1	-4	1	-3	8	-2	-0.4	0	1
O=C(CN1C(=O)NC2(CCCCC2)C1=O)Nc1cccc(Cl)c1Cl
  6	9	1	0	2	-8	0	-0.3	-4	-1
Cc1ccc(-n2nc3c(c2NC(=O)/C=C\c2ccc4c(c2)OCO4)CSC3)cc1
  -15	1	-4	8	2	-4	13	-1.9	-1	4
OC(COc1ccc(Cl)cc1)CN1C2=NCCCN2c2ccccc21 (stereo unspecified)
  5	0	2	3	-2	-7	0	-0.3	-3	1
O=NN(CCCl)C(=O)NCC1=C[N+](=O)CC=C1
  -1	-11	-7	-5	-1	-5	1	-0.3	-2	2
Cc1ccc(S(=O)(=O)N2CCOCC2)cc1C(=O)OCC(=O)N1CCc2ccccc2C1
  -1	-6	0	-4	-3	6	-2	-0.1	2	-9
COP1(=O)C=C[C@H](N(Cc2ccccc2)S(=O)(=O)c2ccccc2[N+](=O)[O-])[C@@H](C)O1 (stereo partly specified)
  6	-1	1	1	1	8	4	0.3	-3	-1
Cc1cc(C)c(S(=O)(=O)c2cc(F)ccc2C)c(Cl)n1
  3	0	3	-5	-10	3	0	-0.7	1	0
COc1ccc(CNC(=O)CCS(=O)(=O)c2ccc3c(c2)NC(=O)C(C)S3)cc1 (stereo unspecified)
  -3	-6	0	3	0	0	0	-0.3	0	1
COc1ccc2[nH]cc(C(O)CN3CCN(c4ccccc4F)CC3)c2c1 (stereo unspecified)
  5	4	0	1	-3	-5	-1	0.1	-2	0
CCn1cc(C(=O)NCCCO)c(=O)c2cc(F)c(N3CCN(C)CC3)cc21
  11	-9	7	1	5	8	-3	5.5	6	7
O=C(COC(=O)c1ccc(Cl)nc1)Nc1cccc(S(=O)(=O)N2CCCCC2)c1
  -7	4	-2	2	-1	-1	-3	0.2	1	5
CCOc1ccc(NC(=S)N2CCc3cc(OC)c(OC)cc3C2COc2ccc3c(C)cc(=O)oc3c2)cc1 (stereo unspecified)
  -16	-10	-2	0	-2	1	1	-4.8	-7	1
Oc1c(Br)cc(Br)cc1/C=N/N1CCN(Cc2ccccc2)CC1
  -2	-5	2	-1	0	6	0	0.0	8	-2
CN1CCN(C/C(=C2/N=C(c3ccccc3)OC2=O)N(C)C)CC1
  1	6	-2	5	1	-6	1	0.5	7	-1
CCOC(=O)c1ccc(N=NN(C)C)cc1
  0	10	-6	-3	-3	6	1	0.1	-2	-2
Cc1ccc(-n2c(-c3cccs3)nc3nc4ccccc4nc32)cc1
  -5	3	8	-4	2	3	0	-1.2	5	-1
C[C@H]1C=C(C(=O)NCc2nc3ccccc3[nH]2)O[C@@H](OCc2ccc(CO)cc2)C1
  4	14	2	-1	-4	0	-2	0.3	8	-1
C=CCOc1ccc(/C=C/C(=O)OCC(=O)NC2CCCCCC2)cc1
  3	20	2	3	-1	5	-1	0.0	1	-2

Of the compounds above, these contain four or more nitrogen atoms.
Values in the order – SIAE inh	TDP2 inh	DDE Tn6 FP inh	PRMT1 FP inh	MBD2 inh	TCR CD3 inh	LEDGF integ inh	proKLK7 act	DDE Tn7 FP inh	UHRF1 binding
O=C(O)CCn1cc(/C=C2\NC(=S)N(c3ccccc3)C2=O)c(-c2ccc(Br)cc2)n1
  -4	-5	-6	6	0	-3	-3	0.0	-5	1
COC(=O)c1ccc(NC(=O)Cn2nc(C(=O)Nc3ccc(C)cc3)ccc2=O)cc1
  -15	7	4	2	-2	6	-4	0.1	-4	0
O=C(NC1CCCCC1)C1CCN(c2nnnn2-c2ccccc2)CC1
  -2	-3	1	0	4	-5	1	-0.7	-1	2
Cc1oc(-c2ccc(Cl)cc2)nc1CS(=O)CC(=O)NCCCN1CCN(Cc2ccccc2)CC1 (stereo unspecified)
  1	3	6	0	-7	4	3	0.4	-4	-2
CCN(CC)CCNC1=NCCn2c1cc1cc(OC)ccc12
  8	8	1	0	0	3	-1	7.2	-2	1
CCOC(=O)c1c(C)[nH]c(C(=O)Cn2nnc(-c3ccccc3)n2)c1C
  -2	0	0	1	2	-1	1	-0.8	1	2
O=NN(CCCl)C(=O)NCC1=C[N+](=O)CC=C1
  -1	-11	-7	-5	-1	-5	1	-0.3	-2	2
CCn1cc(C(=O)NCCCO)c(=O)c2cc(F)c(N3CCN(C)CC3)cc21
  11	-9	7	1	5	8	-3	5.5	6	7
CN1CCN(C/C(=C2/N=C(c3ccccc3)OC2=O)N(C)C)CC1
  1	6	-2	5	1	-6	1	0.5	7	-1
Cc1ccc(-n2c(-c3cccs3)nc3nc4ccccc4nc32)cc1
  -5	3	8	-4	2	3	0	-1.2	5	-1

Not a hit list; overall some 4.6% were active at least once.
